NCI-60 one-dose screen, 48 h, at 10 µM unless noted. Numbers give growth in % (100 = growth as untreated, 0 = no growth, -100 = all killed).
MOLT-4: MOLT-4 leukemia cells; 80,000 compounds, 6.9% hits
MDA-MB-468: MDA-MB-468 breast cancer; 78,000 compounds, 8.5% hits
MCF7: MCF7 breast cancer; 82,000 compounds, 6.3% hits
BT-549: BT-549 breast cancer; 78,000 compounds, 4.4% hits; AID 1794793
SR: SR leukemia cells. AID 1794780. 73,000 compounds, 8.7% hits
T-47D: T-47D breast cancer; 79,000 compounds, 5% hits
MDA-MB-231: MDA-MB-231 breast cancer; 81,000 compounds, 5% hits
K-562: K-562 leukemia; 78,000 compounds, 7.4% hits
An asterisk follows results filed as active; / = no result given; & = joins results of further samples. How the source made its calls: active means growth percent below 10; inactive means the rest.

1: COc1ccc(/C=C2\Sc3ccc(F)cc3C2=O)cc1
2: Nc1cc(=O)n(CC(=O)c2ccccc2)n1S(=O)(=O)c1ccccc1
3: O=C(CI)NC(Cc1ccccc1)C(=O)O (stereo not drawn)
4: Cc1cc2nc3c(=O)[nH]c(=O)nc-3n(CC(O)C(O)C(O)CO)c2cc1C (stereo not drawn)
5: O=C(/C=C/c1cn(-c2ccccc2)nc1-c1ccc(Cl)cc1)NNC(=O)Nc1ccc(F)cc1
6: COc1cccc(CNc2c3ccccc3nc3ccccc23)c1
7: O=S(=O)(O)c1ccc(N=Nc2ccc(N=Nc3ccc(O)cc3)cc2)cc1
8: Cc1ccc(C(F)(F)F)cc1N1CCN(C(=O)C23CC(c4cccc(C(F)(F)F)c4)(C2)C3)CC1
screen / no.	1	2	3	4	5	6	7	8
MOLT-4	65	107	97	114&105&109	98	6.4*	104	60
MDA-MB-468	56	101	107	103&99&103	101	14	105	54
MCF7	75	97	94	100&94&92	87	15	96	61
BT-549	71	91	110	95&91	101	69	104	85
SR	82	94	94	113&104&97	97	8.4*	98	66
T-47D	62	/	101	113&80&76	91	46	91	47
MDA-MB-231	69	91	119	117&101&104	95	50	103	95
K-562	65	93	95	121&107&98	97	6.6*	100	57

9: BrC(Br)(Br)c1cnc2ccccc2n1
10: O=C(O)c1ccc(-n2cc(C(c3oc(CO)cc(=O)c3O)c3oc(CO)cc(=O)c3O)c(-c3ccc(F)c(F)c3)n2)cc1
11: CC(=O)CC(c1ccccc1)c1c(-c2ccccc2)[nH]c2cc(C)ccc12 (stereo not drawn)
12: O=C(O)CCNC(=O)C1CCC(=O)CC1
13: NS(=O)(=O)c1ccc(N2N=C(c3ccc(F)cc3)CCC2=O)cc1
14: NS(=O)(=O)c1ccc(CCN2C(=O)c3cccc4cccc(c34)C2=O)cc1
15: c1ccc2c(c1)OCc1nccn1-2
16: CC(=O)Nc1cccc(Oc2ncccc2[N+](=O)[O-])c1
screen / no.	9	10	11	12	13	14	15	16
MOLT-4	/	105	71	105	104	93	102	74
MDA-MB-468	-25*	91	94	93	92	101	111	88
MCF7	26	81	81	104	85	81	98	93
BT-549	74	107	88	106	112	104	98	136
SR	/	/	/	103	100	98	/	103
T-47D	-49*	99	55	91	97	95	97	96
MDA-MB-231	46	98	76	109	105	101	109	143
K-562	1.2*	/	67	107	95	/	103	93

17: CNc1ncnc2c1cnn2C1CCCCO1 (stereo not drawn)
18: N#CCC(=O)n1ccc(-c2cc3cc(Br)ccc3oc2=O)n1
19: Brc1ccc2[nH]cc(-c3nn4cc(-c5cccnc5)nc4s3)c2c1
20: Nc1ccc(Cl)c2c(=O)c3ccccc3[nH]c12
21: CN(C)c1nc(NCCNS(=O)(=O)c2ccc(C3=Nc4c(N)nc(N)nc4NC(c4ccccc4)C3)cc2)nc(Nc2ccc(F)cc2)n1 (stereo not drawn)
22: CNc1ccc(CSc2ccc(C)cc2)cc1
23: CCOC(=O)/C(=C(\C)N)C1CC(=O)NC1=O (stereo not drawn)
24: CC1=NC(C(=O)O)CC1 (stereo not drawn)
screen / no.	17	18	19	20	21	22	23	24
MOLT-4	91	93	55	74	2.6*	83	104	/
MDA-MB-468	111	88	47	34	-36*	16	92	92
MCF7	108	82	49	65	17	77	91	88
BT-549	117	85	80	75	29	/	87	99
SR	107	/	55	100	1.2*	80	102	83
T-47D	100	84	41	83	40	65	110	75
MDA-MB-231	106	92	72	91	21	33	112	108
K-562	113	94	35	83	7.6*	119	84	82

In the list so far, these have a carbonyl joined to an NH by a bond outside any ring:
3: O=C(CI)NC(Cc1ccccc1)C(=O)O (stereo not drawn)
5: O=C(/C=C/c1cn(-c2ccccc2)nc1-c1ccc(Cl)cc1)NNC(=O)Nc1ccc(F)cc1
12: O=C(O)CCNC(=O)C1CCC(=O)CC1
16: CC(=O)Nc1cccc(Oc2ncccc2[N+](=O)[O-])c1
screen / no.	3	5	12	16
MOLT-4	97	98	105	74
MDA-MB-468	107	101	93	88
MCF7	94	87	104	93
BT-549	110	101	106	136
SR	94	97	103	103
T-47D	101	91	91	96
MDA-MB-231	119	95	109	143
K-562	95	97	107	93

Next section:
25: Cc1ccc(NC(=O)NCCO)cc1
26: Cc1ccc(C)c(OCCCC(C)(C)C(=O)O)c1
27: COc1ccc(/C=C2/C(=O)/C(=C/c3ccc(OC)cc3OC)C3CCC2N3C)c(OC)c1
28: CCOC(=O)c1cc(-c2ccc(Cl)cc2)[nH]c1NNC(C)=O
29: COC(=O)C1=Nc2c/c(=C\c3cc(-c4cc(OC)ccc4OC)oc3O)oc2=C1
30: Clc1ccc2c(NCCCCNc3nc(N4CCCCC4)nc4ccccc34)ccnc2c1
31: COC(=O)c1ccc2c(c1)nc(-c1ccc(OC)cc1)n2-c1cc(C(C)(C)C)[nH]n1
32: O=C1Nc2cccc3cccc(c23)NC1=O
screen / no.	25	26	27	28	29	30	31	32
MOLT-4	106	101	47	85	97	1.5*	79	101
MDA-MB-468	98	107	69	/	/	7.1*	92	131
MCF7	94	110	83	111	93	16	85	111
BT-549	106	95	75	85	97	37	92	/
SR	97	107	54	91	89	-36*	/	135
T-47D	115	104	56	105	98	-47*	86	116
MDA-MB-231	104	111	63	133	114	-51*	110	103
K-562	117	/	42	87	98	/	72	107

33: CCCC(=O)c1ccc(O)cc1
34: O=C(CCN1CCCC1)Nc1ccc2c(NCCCc3ccccc3)c3ccccc3nc2c1
35: NCC1CCC(CN)CC1 (stereo not drawn)
36: NC(=O)SCC(=O)Nc1ccc2ccccc2c1
37: COc1cc2cc(Oc3ccc(NC(=O)Nc4ccc(Cl)c(Cl)c4)cc3)c(C)nc2cc1OCCN1CCCCC1
38: CCOC(=O)/C(F)=C/C1CC1CCc1ccccc1 (stereo not drawn)
39: O=C(O)C1CCC(C(=O)O)CC1 (stereo not drawn)
40: COc1ccc(/C=C/c2nc(NCCCN(C)C)c3ccccc3n2)cc1
screen / no.	33	34	35	36	37	38	39	40
MOLT-4	79	-18*	98&92	68	65	112	71	-46*
MDA-MB-468	100	-38*	109&101	109	103	97	104	-44*
MCF7	115	-44*	99&99	99	56	89	89	-67*
BT-549	100	48	109&93	103	88	120	106	47
SR	93	-22*	97&83	99	-3.1*	114	72	/
T-47D	103	12	99&96	138	86	94	103	81
MDA-MB-231	99	-24*	99&105	103	91	103	84	19
K-562	103	-7.1*	111&90	92	-36*	113	102	-75*

41: O=c1oc(-c2ccc(S(=O)(=O)NCc3ccccc3)cc2)cc2ccccc12
42: O=c1[nH][nH]c(=O)c2ccccc12
43: NC(=O)NCN1CCOCC1
44: O=C1c2ccccc2C2=Nc3ccccc3SC(c3cccc(F)c3)C12 (stereo not drawn)
45: Cc1ccc(C(=O)C[n+]2ccccc2)c(O)c1
46: COc1cc2c(cc1-c1c(C)noc1C)ncc1nc(C3CCCCC3)n(C3CCC(OC(F)F)CC3)c12 (stereo not drawn)
47: COc1ccc(C(=O)CSc2nccc(Nc3ccc(C(=O)O)cc3)n2)cc1
48: COc1ccc(N=C(c2ccccc2)C2C(=O)c3ccccc3C2=O)cc1
screen / no.	41	42	43	44	45	46	47	48
MOLT-4	98	107	99	95	95	18	106	49
MDA-MB-468	74	94	81	91	101	30	104	73
MCF7	70	94	98	81	94	15	101	85
BT-549	109	115	98	96	98	51	/	74
SR	95	112	109	96	93	17	91	/
T-47D	93	91	82	61	80	-0.7*	102	78
MDA-MB-231	105	118	113	102	106	36	102	103
K-562	97	106	111	92	117	20	115	75

49: N#CC1(c2ccccc2)CCOCC1
50: CCCCOC(=O)c1cc(Cl)c(O)c(OC)c1
51: COc1ccc(Cn2c(=O)[nH]c(=O)n(Cc3ccc(C(=O)O)cc3)c2=O)cc1
52: CC(C)(C)Nc1nc2c(OCCc3ccccc3)cccn2c1-c1cccc([N+](=O)[O-])c1
53: Cc1ccc(-c2c3c(C)nn(-c4ccccc4)c3nc3nc(C)[nH]c(=O)c23)cc1
54: O=C(O)c1cn(C2CC2)c2cc(N3CCN(C(=O)N/N=C/c4ccccc4O)CC3)c(F)cc2c1=O
55: Oc1ccccc1/C=N\NC(=S)Nc1ccc(F)cc1
56: CN(C)CCCN(Cc1ccccc1O)C(=O)Nc1ccc(F)cc1
screen / no.	49	50	51	52	53	54	55	56
MOLT-4	93	95	95	83	103	103	7.7*	104
MDA-MB-468	109	/	106	92	107	100	2.6*	101
MCF7	97	89	94	90	94	107	17	88
BT-549	99	92	105	115	105	103	/	106
SR	95	102	102	92	67	112	11	101
T-47D	100	88	106	104	97	104	42	113
MDA-MB-231	111	95	117	96	99	108	49	105
K-562	86	99	122	87	107	96	15	100

57: CN(C(=O)Cn1ccnc1)C(c1ccccc1)c1ccccc1
58: Cc1nc(-c2ccccc2)c(-c2ccccc2)nc1Br
59: C=C1CCC2C3(C)COC(C)(C)OC3CCC2(C)C1C/C=C1/C(=O)OCC1Oc1ccccc1OC (stereo not drawn)
60: COc1cc(/C=C/C(=O)c2ccc(N3CCNCC3)cc2)ccc1F
61: CC(=O)c1ccc(NC(=O)CS(=O)(=O)c2ccccc2)cc1
62: COc1cc(C#Cc2ccc(=O)oc2C#Cc2ccccc2)cc(OC)c1OC
63: COc1ccc(-c2cc(C(=O)N=Nc3c(O)[nH]c4ccc(Br)cc34)no2)cc1
64: COC(=O)CNC(=O)c1cccc2c(=O)c3ccccc3n(CCCCCCBr)c12
screen / no.	57	58	59	60	61	62	63	64
MOLT-4	/	91	78	81	103	33	101	101
MDA-MB-468	/	108	61	46	102	/	103	110
MCF7	96	97	30	35	101	45	94	77
BT-549	97	95	/	66	/	58	107	/
SR	103	81	29	46	82	3.8*	/	104
T-47D	101	90	54	74	94	28	94	87
MDA-MB-231	98	120	103	94	102	89	93	101
K-562	106	94	22	12	99	4.8*	97	103

3 structures from above, sorted by number of heavy atoms, rising:
58: Cc1nc(-c2ccccc2)c(-c2ccccc2)nc1Br
60: COc1cc(/C=C/C(=O)c2ccc(N3CCNCC3)cc2)ccc1F
64: COC(=O)CNC(=O)c1cccc2c(=O)c3ccccc3n(CCCCCCBr)c12
screen / no.	58	60	64
MOLT-4	91	81	101
MDA-MB-468	108	46	110
MCF7	97	35	77
BT-549	95	66	/
SR	81	46	104
T-47D	90	74	87
MDA-MB-231	120	94	101
K-562	94	12	103

More structures follow:
65: COc1ccc(-n2c(=O)n(-c3nc4ccc(F)cc4s3)c(=O)c3ccccc32)cc1
66: CC(=O)n1c2c(c3ccccc31)CCCC2
67: N#Cc1cc2ccncc2c2ccccc12
68: O=C1c2c(c(=O)[nH]c3ccccc23)[C@H](c2ccccc2)[C@@H]2CCCN12
69: C1CCC(OCC2(COC3CCCCO3)CCCO2)OC1 (stereo not drawn)
70: O=S(=O)(Nc1ccc(-n2cnc3cc(-c4ccc(O)cc4)ccc32)cc1)c1ccccc1
71: CC(=O)Oc1c(Cl)cc(Cl)cc1Cl
72: COc1c2occc2c(OC)c2c(=O)c(-c3cc(-c4ccc(F)cc4)c(C#N)c(=O)[nH]3)c(C)oc12
73: CN1CCN(c2nc3ccccc3c3c2C2CCCN(C2)C3=O)CC1 (stereo not drawn)
screen / no.	65	66	67	68	69	70	71	72	73
MOLT-4	102	88	82	78	87	72	91	103	121
MDA-MB-468	118	96	89	68	110	100	111	115	112
MCF7	95	108	90	27	97	88	91	86	100
BT-549	95	106	78	35	112	94	102	107	104
SR	96	88	78	/	86	78	104	100	126
T-47D	95	95	86	44	95	9.9*	103	78	103
MDA-MB-231	88	116	90	41	114	85	92	76	122
K-562	103	85	112	76	93	65	93	98	/
